# Bioassay records deposited in PubChem BioAssay by National Center for Advancing Translational Sciences (NCATS).
# PTHR1 ag – qHTS for PTHR1 Agonists: Primary Screen; Parathyroid hormone/parathyroid hormone-related peptide receptor (Homo sapiens), Q03431; HEK293 GP2 PTHR1 cells, GloSensor cAMP luminescence, 1 h; Potency, µM (series often up to 115 µM), for the others: at the top dose activation, most hits filed as activators; hit rate 0.075% among 410,000; AID 743266, 2014; note: potency is the fitted concentration of half-maximal effect; nearly all actives have a fitted effect of over 55% in size; some results filed as inactive show a strong effect at the top dose; inactives centre near -15; many of its hits are not listed in these tables
#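 HEK-293-derived GP2 cells expressing PTHR1 and a GloSensor cAMP reporter, 3,000/well, plated overnight, given luciferin plus IBMX (each 0.5 mM as added) for 1 h at 37 °C, then compound for 1 h at 37 °C. Luminescence was read after 15 min at room temperature.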
# GLP1R inv ag – qHTS of GLP-1 Receptor Inverse Agonists (Inhibition Mode); Glucagon-like peptide 1 receptor (Homo sapiens), P43220; HEK293 GLP-1R CRE-luciferase, luminescence, 24 h; GLP-1R form is constitutively active; Potency, µM (top dose mostly 38.3 µM), for the others: at the top dose activity change, negative = inhibition, actives largely listed as inhibitors; hit rate 1.6% among 410,000; AID 624417, 2012; note: potency is the fitted concentration of half-maximal effect; % is set by controls: 0 for no effect and ±100 for the full control effect; nearly all actives have a fitted effect of over 55% in size
# Target sequence (P43220 whole entry, looked up): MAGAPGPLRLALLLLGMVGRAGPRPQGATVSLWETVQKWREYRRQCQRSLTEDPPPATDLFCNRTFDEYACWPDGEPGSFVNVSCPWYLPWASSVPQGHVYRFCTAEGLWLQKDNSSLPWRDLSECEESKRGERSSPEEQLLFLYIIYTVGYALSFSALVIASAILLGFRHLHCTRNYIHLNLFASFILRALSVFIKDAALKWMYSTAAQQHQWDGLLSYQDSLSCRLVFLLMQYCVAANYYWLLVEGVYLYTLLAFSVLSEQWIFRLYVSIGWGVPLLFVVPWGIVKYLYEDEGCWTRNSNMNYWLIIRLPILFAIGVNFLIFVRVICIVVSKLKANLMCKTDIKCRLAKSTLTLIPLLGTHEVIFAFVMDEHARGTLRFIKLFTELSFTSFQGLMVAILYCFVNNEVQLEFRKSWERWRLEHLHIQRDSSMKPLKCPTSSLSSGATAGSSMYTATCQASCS
#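 Inverse agonists were sought by their lowering of basal cAMP reporter luciferase output in HEK293 cells stably carrying constitutively active human GLP-1R, after 24 h compound treatment.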
# pAkt inh – HTS Assay for Inhibitors of Akt Phophorylation: Primary Screen; Neuro2A IGF-stimulated pAkt S473 HTRF, 20 min; hits give low values; activity change, % for hits at 50 µM; hit rate 0.32% among 360,000; AID 651550, 2012; in the data active = activity change below about -80%; inconclusive = mostly about -51% to -80%; note: % is set by controls: 0 for no effect and ±100 for the full control effect
#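 Neuro2A cells in DMEM with 0.5% FBS, overnight at 37 deg C, given compound at single 50 µM final, then IGF (6 nM final) for 20 min at 37 deg C. Lysed; phospho-Akt Ser473 by HTRF after 24 h, 665/615 ratio.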
# FUS suppressor – qHTS for Suppressors of FUS Proteinopathy: Primary screen using FUS-linked yeast assay | Potency, µM (doses to about 76.6 µM), without a hit: at the highest dose growth rescue (activation), hits mostly activators | hit rate 0.24% among 390,000 | S. cerevisiae FUS-expressing, growth rescue, OD600, 24 h;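 note: potency is the fitted concentration of half-maximal effect; plate controls were DMSO vehicle for no effect and reference control for full effect; nearly all actives have a fitted effect of over 55% in size; some results filed as inactive show a strong effect at the top dose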
#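 Galactose (2%) drives FUS expression in yeast precultured in raffinose; seeding density OD 0.005. Test compounds incubated 24hr at 30C and 99% humidity before absorbance at 600 nm was measured.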
# aSyn yeast inh – qHTS of alpha-syn Inhibitors. Yeast expressing alpha-synuclein, growth rescue, BacTiter-Glo, 24 h. Potency, µM (doses to about 46.1 µM), without a hit: at the highest dose growth rescue (activation), actives largely listed as activators. hit rate 0.14% among 370,000. AID 652106, 2013; note: potency is the fitted concentration of half-maximal effect; % of control where 0% means no effect; nearly all actives have a fitted effect of over 65% in size
#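 Rescue of yeast growth: cells expressing toxic alpha-synuclein, induced in galactose at OD600 0.02, incubated with compound 24 h at 30 C. ATP luminescence quantified growth; inhibitors of toxicity appear as activators.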
# D3 antag – qHTS of D3 Dopamine Receptor Antagonist: qHTS. D(3) dopamine receptor (Homo sapiens), P35462. D3R cells, DiscoveRx beta-arrestin luminescence, antagonist mode; hits give low values. max response, negative = inhibition, %. hit rate 2.5% among 360,000. AID 652054, 2013; in the data active = max response below about -50%; inconclusive = no clear call, values can overlap the other calls; note: % is set by controls: 0 for no effect and ±100 for the full control effect; mostly tested at two doses, the higher about 12 µM
# Target sequence (P35462 whole entry, looked up): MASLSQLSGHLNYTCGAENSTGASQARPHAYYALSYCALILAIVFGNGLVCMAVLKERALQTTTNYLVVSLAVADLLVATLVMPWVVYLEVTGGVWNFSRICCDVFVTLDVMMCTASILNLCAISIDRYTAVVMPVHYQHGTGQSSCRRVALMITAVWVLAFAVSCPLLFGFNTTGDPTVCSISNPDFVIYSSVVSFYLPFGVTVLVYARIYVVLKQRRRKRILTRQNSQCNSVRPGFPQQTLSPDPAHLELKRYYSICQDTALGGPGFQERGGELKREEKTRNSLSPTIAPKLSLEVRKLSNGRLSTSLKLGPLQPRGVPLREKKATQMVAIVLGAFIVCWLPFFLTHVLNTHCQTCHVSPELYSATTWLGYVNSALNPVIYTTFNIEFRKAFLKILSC
#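 Cells expressing the human receptor were seeded at 1500 cells/well, incubated overnight at 37 degrees C in 5% CO2, then exposed to library compounds with dopamine controls for 90 minutes at 37 degrees C before luminescent detection.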
# Abeta rescue – qHTS for compounds that reverse cellular toxicity of Amyloid beta (A-beta) peptide in yeast: Primary Screen. yeast expressing A-beta42, growth rescue, OD600, 48 h; response scale: 0% DMSO, 100% iron-clioquinol control. Potency, µM (highest dose often 46.1 µM), inactives show at the highest dose growth rescue, most hits filed as activators. hit rate 0.063% among 410,000. AID 1347071, 2019; note: potency is the fitted concentration of half-maximal effect; nearly all actives have a fitted effect of over 55% in size
#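 Growth rescue measured by 600 nm absorbance after 48 h yeast culture at 30 C with compound. Values normalized between DMSO and an equimolar ferric chloride plus clioquinol control.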
# GLP1R ag – qHTS of GLP-1 Receptor Agonists; HEK293 GLP-1R CRE-luciferase, luminescence, 4-6 h; cells express a hypersensitive GLP-1R form; Potency, µM (top dose mostly 45.6 µM), for inactives: top-dose activation, actives largely listed as activators; hit rate 0.007% among 380,000; AID 624172, 2012; Glucagon-like peptide 1 receptor (Homo sapiens), P43220; note: potency is the fitted concentration of half-maximal effect; % of control where 0% means no effect
# TDP-43 yeast inh – qHTS of TDP-43 Inhibitors. TDP-43 expressing yeast growth rescue, BacTiter-Glo, 24 h. Potency, µM (doses to about 46.1 µM), for the others: top-dose growth rescue (activation), most hits filed as activators. hit rate 1.8% among 410,000. AID 652104, 2013; note: potency is the fitted concentration of half-maximal effect; % of control where 0% means no effect; nearly all actives have a fitted effect of over 50% in size
#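 In this qHTS, compounds that restore growth of yeast expressing TDP-43 appear as activators. Cells (OD600=0.02, galactose medium, raffinose-pregrown) are incubated with compound 24 hr at 30 deg C and growth is quantified by BacTiter-Glo.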
# An asterisk follows results filed as active; i = inactive; ? = inconclusive; · = not tested or not shown; [ ] = another dose, or the depositor's remark. Unless noted, calls come from the whole dose curve; as a rule, active = well fitted curve in the direction sought with a large enough effect; inconclusive = small, poorly fitted or top-dose-only effect, or another doubt; inactive = no such curve, though single readings can be large; an effect the other way counts as inactive or inconclusive. An excerpt. The share of hits here may be higher or lower than overall.
# Each structure is followed by: PTHR1 ag | GLP1R inv ag | pAkt inh | FUS suppressor | aSyn yeast inh | D3 antag | Abeta rescue | GLP1R ag | TDP-43 yeast inh
COc1cc2c(=O)n(Cc3ccccc3)c(=O)n(CC(=O)NCc3ccco3)c2cc1OC
  i | -1% | ? | -1% | 1% | -8 | 27% | -7% | -6%
CCOc1ccc(CCNC(=O)Cn2nnc(-c3ccc(OC)c(OC)c3)n2)cc1OCC
  -38% | 23% | · | -6% | · | · | 3% | 2% | 1%
O=[N+]([O-])c1cccnc1N1CCOCC1
  -47%[inhibitor][57.5 µM] | 4% | i | 11% | 3% | -4 | 18% | 11% | -7%
O=C1NC(Cc2c[nH]c3ccccc23)C(=O)N1Cc1ccc(CN2C(=O)NC(Cc3c[nH]c4ccccc34)C2=O)cc1 (configuration not stated)
  i | ? | i | 33% | -4% | 12 | -6% | -4% | 10%
CCOC(=O)CSc1nnnn1-c1cccc2ccccc12
  -13%[57.5 µM] | -14% | i | 21% | -2% | -26 | 13% | 9% | 7%
CC(=O)Nc1cc(C(=O)N2CCCC2)ccc1Sc1ccc(C)cc1
  -7% | 0% | i | -12% | 8% | 34 | 0% | -6% | -7%
COc1ccc(C(=O)CN2CCN(c3ccc(Cl)cc3)CC2)cc1OC
  -19% | ? | i | 12% | -1% | -27 | 21% | 8% | 7%
COc1ccc(/C=C/C(=O)c2cc(Cl)cc(Cl)c2O)c(OC)c1
  -50%[inhibitor] | 12% | i | -11% | 3% | 1 | 10% | 5% | 5%
CCCOc1ccc(F)cc1-c1cc(C(=O)Nc2ccc(F)c(Cl)c2)[nH]n1
  -29% | ? | i | -15% | 0% | -16 | ? | -1% | 8.9µM*
COc1ccc(C(O)c2ncc(-c3ccc4ccccc4c3)[nH]2)cc1 (configuration not stated)
  -11% | -26% | i | 11% | 2% | 7 | -14% | 16% | 17%
O=C(Cc1ccccc1)Nc1cc(Cl)ccc1Sc1ccccc1
  -27% | ? | i | · | -2% | -7 | 16% | 2% | 17%
CCC1=NN(C(=O)c2ccccc2Br)C(O)(c2ccc(Br)cc2)C1 (configuration not stated)
  -7% | ? | i | -10% | -4% | 5 | 2% | -1% | 30%
O=C(NCCCn1ccnc1)c1cc(-c2ccc3c(c2)OCO3)on1
  -13% | -9% | i | 12% | -5% | 6 | 17% | 22% | -13%
CCOc1ncccc1C(=O)Nc1ccc(S(=O)(=O)N2CC(C)CC(C)C2)cc1 (configuration not stated)
  -1% | 12% | i | -5% | 0% | -8 | -3% | 9% | -12%
O=c1nc2ccc(Cl)cn2c2ccc(S(=O)(=O)N3CCOCC3)cc12
  -2% | 10% | i | 13% | -6% | 4 | -5% | 12% | -15%
Brc1ccc(-c2nnc3n2CCCCC3)cc1
  i | 3% | i | -11% | 2% | 12 | 4% | 1% | 2%
O=C(OCc1cn([C@H]2CN(Cc3cccs3)[C@@H](c3ccc(Cl)cc3)C[C@@H]2O)nn1)c1ccccc1
  -21% | -16% | i | 8% | 0% | -13 | -5% | -1% | 15%
COc1cc(C(=O)NC(CCSC)C(=O)OCc2cc([N+](=O)[O-])cc3c2OCOC3)cc(OC)c1OC (configuration not stated)
  -1% | 82%[activator] | i | 20% | 3% | -3 | 8% | 30% | -5%[0.397 µM]
COc1ccc(S(=O)(=O)N2Cc3ccccc3CC2C(=O)Nc2ccc(C)cc2C)cc1OC (configuration not stated)
  -12% | -15% | · | ? | · | · | -9% | · | 22%
O=C(NCCn1cccn1)C1CCC(=O)N(CC2CCCCC2)C1 (configuration not stated)
  i | 1% | i | 11% | -3% | 7 | 14% | -3% | 1%
Cc1ccc(N=C2NC(=O)/C(=C/c3cccs3)S2)cc1C
  -17% | 57%[activator] | i | 2% | -5% | -16 | -4% | 2% | -17%
CC1(C)CN(c2ccc(N3CC(C)(C)C3=O)cc2)C1=O
  i | 0% | i | 35% | 1% | -4 | 0% | 8% | -24%
NNC(=O)/C(=C/c1cccs1)NC(=O)c1ccccc1Cl
  i | -7%[7.66 µM] | i | 29% | 1% | -4 | 16% | 1% | 1%

# Looked up by compound from the entries so far:
# Each structure is followed by: PTHR1 ag | GLP1R inv ag | pAkt inh | FUS suppressor | aSyn yeast inh | D3 antag | Abeta rescue | GLP1R ag | TDP-43 yeast inh
Brc1ccc(-c2nnc3n2CCCCC3)cc1
  i | 3% | i | -11% | 2% | 12 | 4% | 1% | 2%
O=C(NCCCn1ccnc1)c1cc(-c2ccc3c(c2)OCO3)on1
  -13% | -9% | i | 12% | -5% | 6 | 17% | 22% | -13%
CCOC(=O)CSc1nnnn1-c1cccc2ccccc12
  -13%[57.5 µM] | -14% | i | 21% | -2% | -26 | 13% | 9% | 7%
Cc1ccc(N=C2NC(=O)/C(=C/c3cccs3)S2)cc1C
  -17% | 57%[activator] | i | 2% | -5% | -16 | -4% | 2% | -17%
CCOc1ccc(CCNC(=O)Cn2nnc(-c3ccc(OC)c(OC)c3)n2)cc1OCC
  -38% | 23% | · | -6% | · | · | 3% | 2% | 1%
CC1(C)CN(c2ccc(N3CC(C)(C)C3=O)cc2)C1=O
  i | 0% | i | 35% | 1% | -4 | 0% | 8% | -24%

# In a second layout: 4 of the compounds above.
structure	PTHR1 ag	GLP1R inv ag	pAkt inh	FUS suppressor	aSyn yeast inh	D3 antag	Abeta rescue	GLP1R ag	TDP-43 yeast inh
COc1ccc(C(=O)CN2CCN(c3ccc(Cl)cc3)CC2)cc1OC	-19%	?	i	12%	-1%	-27	21%	8%	7%
COc1ccc(/C=C/C(=O)c2cc(Cl)cc(Cl)c2O)c(OC)c1	-50%[inhibitor]	12%	i	-11%	3%	1	10%	5%	5%
CCCOc1ccc(F)cc1-c1cc(C(=O)Nc2ccc(F)c(Cl)c2)[nH]n1	-29%	?	i	-15%	0%	-16	?	-1%	8.9µM*
COc1ccc(C(O)c2ncc(-c3ccc4ccccc4c3)[nH]2)cc1 (configuration not stated)	-11%	-26%	i	11%	2%	7	-14%	16%	17%
